From PubChem BioAssay
PhoP inhibition: inhibitors of PhoP regulon expression, primary screen, Salmonella Typhimurium, GFP reporter (AID 1863) | S. Typhimurium PhoP-regulated promoter GFP reporter, 4 h; higher % means a stronger effect | inhibition, % at 50 µM, or IC50 in µM where a hit was titrated | 300,000 compounds, 0.16% hits;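 active means inhibition over 29.93%, a cutoff 3 SD above the screen mean, later confirmed by dose response; inconclusive means inhibition over 29.93% but no dose response follow-up; inactive means inhibition at most 29.93% or unconfirmed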;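 further: 0% = low Mg2+ inducing control and 100% = high Mg2+ repressing control; strong numbers were not always called active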
NTR1 agonist: NTR1-driven beta-arrestin-GFP spot formation – imaging, U2OS cells, high content, primary screen (AID 493036); P30989; agonist mode; activation, % at 20 µM; 330,000 compounds, 0.17% hits;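 active means activation at or above 40% of the spot to cytoplasm intensity ratio, with at least 20 cells analyzed; inconclusive means wells under 20 cells, flagged as cytotoxic or low count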;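 further: 0% = DMSO without peptide and 100% = 100 nM NTR1 peptide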
Target sequence (P30989 whole entry, looked up): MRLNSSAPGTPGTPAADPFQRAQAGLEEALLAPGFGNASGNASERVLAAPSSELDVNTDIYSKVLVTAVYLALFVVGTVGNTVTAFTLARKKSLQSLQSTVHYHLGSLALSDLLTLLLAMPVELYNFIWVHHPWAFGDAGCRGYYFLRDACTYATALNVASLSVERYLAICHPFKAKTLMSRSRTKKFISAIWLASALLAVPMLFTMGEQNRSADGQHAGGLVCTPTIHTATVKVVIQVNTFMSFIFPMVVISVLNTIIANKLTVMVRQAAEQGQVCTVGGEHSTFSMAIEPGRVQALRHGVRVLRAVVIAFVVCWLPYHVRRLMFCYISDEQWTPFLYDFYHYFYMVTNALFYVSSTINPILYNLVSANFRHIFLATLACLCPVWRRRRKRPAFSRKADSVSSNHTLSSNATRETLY
Large T inhibition: SV40 large T antigen inhibitors, biochemical (AID 1903); 310,000 compounds, 0.39% hits; inhibition, % at 20 µM; hits with a dose series show IC50 in µM; SV40 large T antigen ATPase/helicase inhibition assay; higher % means a stronger effect; in the data active means a potency from the dose series; inconclusive means inhibition mostly from about 32% at the one dose, without a potency; inactive means the rest, 99 in 100 with inhibition below about 32%; further: strong numbers were not always called active
RSV antiviral HEp-2: RSV antiviral activity via CPE protection, HEp-2 cells, primary 10 µM value included (AID 2391) | 310,000 compounds, 0.13% hits | one-dose CPE inhibition, % at 10 µM; IC50 in µM for titrated hits | HEp-2 cells, RSV-induced CPE inhibition; higher % means a stronger effect; in the data active means a potency from the dose series; inconclusive means CPE inhibition mostly from about 23% at the one dose, without a potency; inactive means the rest, 99 in 100 with CPE inhibition below about 21%; further: strong numbers were not always called active
T cell modulator: T cell immune modulation candidate. 2C CD8+ T cell-vesicle binding, flow cytometry; active compounds read low. calls only at 7 µM. AID 2052. 330,000 compounds, 0.068% hits;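 active means response, share of CD8 T cells binding vesicles, and their 90th percentile fluorescence all below set limits, cut at about 80% in these data, passing the limit was not always enough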
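System: murine 2C transgenic CD8+ T lymphocytes; also added: QL9-loaded Drosophila micro-vesicles; times: binding 1.5 h at 37 °C; measured by: flow cytometry, PE anti-B7-1 (FL2) versus Alexa647 anti-CD8 (FL8), PFA-fixed; control set: Peptide-free naked vesicles (low) and QL9 vesicles with 0.7% DMSO vehicle (high)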
UTI89 phage lysis: inhibition of K1F phage lysis, E. coli UTI89, bacterial capsule biogenesis inhibitors, alamar blue (AID 488966) | E. coli UTI89 K1F phage lysis, alamar blue, 2 h; higher % means a stronger effect | one-dose inhibition, % at 100 µM; IC50 in µM for titrated hits | 340,000 compounds, 0.02% hits;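 active means phage lysis inhibition, versus mean bacterial control, above a set limit; inconclusive means no clear call, values can overlap the other calls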;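 further: capsule biogenesis inhibitors block K1F phage lysis so surviving cells raise fluorescence; higher fluorescence means more inhibition of phage lysis; actives were called in the ten point dose series up to 300 µM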
Myeloid diff MLP: myeloid differentiation induction | ER-HoxA9 myeloid progenitors, lysozyme-GFP differentiation, flow cytometry | AID 624256 | 360,000 compounds, 1% hits | calls only at 10 µM;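 active means normalized GFP-positive differentiation at or above the plate's own cutoff, the solvent-only control mean plus 3 SD; inconclusive means no clear call, values can overlap the other calls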;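 further: cells exposed to compound for four days before flow analysis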
TNAP activation fold: human TNAP enzyme activators, primary screen, biochemical, luminescent, no phosphate acceptor, uHTS (AID 1001) | purified TNAP, luminescent activation assay, no phosphate acceptor; higher activation fold means a stronger effect | activation fold at 20 µM, or EC50 in µM where a hit was titrated | 200,000 compounds, 0.03% hits; in the data active means activation fold from about 3, or a potency from the dose series; inactive means the rest, 99 in 100 with activation fold below about 1.6; further: many of its hits are not listed in these tables
MgcRacGAP inhibition: MgcRacGAP GTPase-activating activity inhibitors, confirmation, biochemical, ADP Hunter fluorescence. MgcRacGAP-stimulated Rac1 GTP hydrolysis, ADP Hunter fluorescence; higher % means a stronger effect; GST-tagged Rac1 F28L mutant substrate. inhibition, % at 30 µM; hits with a dose series show IC50 in µM. 340,000 compounds, 0.6% hits;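 active means first-screen hits whose inhibition reached a set limit at any dose in the follow-up dose series; inconclusive means inhibition above the set first-screen limit but never retested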;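 further: fluorescence reports GDP produced by GAP-driven GTP hydrolysis; strong numbers were not always called active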
T cell modulator vesicle-bound %: further read-out of T cell modulator, marked with its call; double positive events, %; measured here: CD8+ vesicle-bound cell fraction;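 binding gate set so that unloaded-vesicle control wells show 10% double positive cells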
NTR1 agonist cell count 20 µM: also measured in NTR1 agonist; calls as there; cell count; measured here: cell count, cytotoxicity flag
Myeloid diff MLP GFP+ MAC1+ %: recorded beside Myeloid diff MLP, whose call it bears; GFP+ MAC1+ double positive, %; measured here: differentiation confirmed by MAC1 staining
Numbers without * were called inactive; i = inactive; ? = inconclusive; nt = no result given; [ ] = remark or other dose. The order is random. Share with any hit: about 2.3%.

The line under a structure holds: Large T inhibition	PhoP inhibition	NTR1 agonist cell count 20 µM	RSV antiviral HEp-2	Myeloid diff MLP GFP+ MAC1+ %	UTI89 phage lysis	MgcRacGAP inhibition	Myeloid diff MLP	T cell modulator vesicle-bound %	TNAP activation fold	T cell modulator	NTR1 agonist
1. CCCC(=O)Nc1ccc(-c2cnc(-c3ccc(NC(=O)CCC)cc3)nc2)cc1
 : -1.3%	3.5%	62	-0.2%	0.4	0.0%	7.3%	i	43.1	1	i	-1.4
2. O=C(CSCc1c(Cl)cccc1Cl)Nc1nccs1
 : 20.3%	-7.8%	80	16.7%	0.4	0.7%	5.5%	i	40.5	1.2	i	1.6
3. O=c1[nH][nH]c2c(N=Cc3ccccc3O)ccc(F)c12
 : nt	-11.5%	nt	nt	1.2	-0.3%	?	i	nt	nt	nt	nt
4. Cc1cc(C)c2oc(C(=O)Nc3nnc(C(C)C)s3)cc(=O)c2c1
 : 21.6%	-13.6%	81	7.5%	0.2	0.3%	1.7%	i	49.6	1.1	i	-0.9
5. Cc1cc(C(=O)CSc2nnc(-c3ccccc3F)o2)c(C)n1Cc1cccs1
 : 7.0%	5.7%	75	2.9%	1.8	-1.6%	7.8%	i	33.9	1.1	i	4.5
6. COc1ccc2oc(C(=O)OCC(=O)NC(C)(C#N)C3CC3)c(C)c2c1 (centres undefined)
 : 4.4%	-3.8%	51	-0.6%	0.2	0.6%[50 µM]	7.5%	i	48.2	nt	i	0.6
7. Brc1ccccc1OCCCCCN1CCCC1
 : 3.3%	5.3%	69	-0.4%	nt	nt	nt	nt	32.8	1.1	i	-0.3
8. COc1ccc(Cl)cc1NC(=O)CNCc1cccs1
 : 5.9%	6.3%	72	10.4%	1.0	0.1%	25.4%	i	66.7	nt	i	-0.5
9. O=C(c1ccco1)N1CCN(Cc2nnc(-c3ccccc3F)o2)CC1
 : 5.3%	4.4%	40	2.5%	0.5	0.5%	1.4%	i	26.2	nt	i	-0.6
10. CCCc1nc2ccc(NC(=O)NCCC(=O)OCC)cc2c(=O)n1Cc1cccc(Cl)c1
 : -0.7%	6.3%	50	1.6%	0.7	0.1%	11.8%	i	41.3	1	i	-0.5
11. COC(=O)c1ccc(N2CCN(C)CC2)c(NC(=O)COc2ccc(OC)cc2)c1
 : 27.9%	6.2%	65	0.2%	0.4	0.4%	-0.1%	i	7.9	1.1	i	1.9
12. CC(C)CCNC(=O)CSc1nnc(-c2ccc(S(=O)(=O)N3CCCC3)cc2)n1C
 : 2.7%	-2.3%	53	-0.1%	1.1	0.0%	10.1%	i	12.2	1.1	i	1.7
13. CCOC(=O)c1c[nH]c2c(C(=O)c3ccccc3)cc(Cl)cc2c1=O
 : 0.2%	0.5%	nt	10.6%	0.7	0.3%[50 µM]	-0.1%	i	42.0	nt	i	nt
14. CC1(C)C([N+](=O)[O-])C(c2ccc(F)cc2)NC(c2ccc(F)cc2)C1[N+](=O)[O-] (centres undefined)
 : 3.9%	-0.3%	57	15.4%	0.6	-1.1%	2.8%	i	19.7	nt	i	2.1
15. Cc1cccc(CSc2nnc(CCNC(=O)OC(C)(C)C)o2)c1
 : 10.4%	3.9%	58	-0.1%	0.4	nt	nt	i	33.8	nt	i	-0.7
16. Cc1ccc(S(=O)(=O)/N=C(\CN2CCOCC2)N2CCOCC2)cc1
 : -0.1%	-10.1%	71	3.4%	0.7	-0.3%	8.0%	i	25.0	1	i	0.8
17. Cc1cccc2nc(Cn3c(=O)n(CCC(=O)NCc4ccco4)c(=O)c4sccc43)cc(=O)n12
 : 27.9%	-5.3%	64	10.2%	0.7	-1.7%	6.2%	i	19.7	1.1	i	-0.5
18. CCc1cccc2c(C=C(C#N)C#N)cn(CC(=O)N3CCCCCC3)c12
 : 2.5%	-13.3%	55	-1.0%	1.7	0.5%	2.8%	i	8.7	1	i	6.2
19. COc1ccccc1/C=C\C=N\NC(=O)CCn1nnc2ccccc21
 : -36.1%	0.7%	78	0.8%	0.2	0.3%	7.8%	i	59.9	1	i	-0.7
20. COc1cccc(-c2c(NC(=O)c3ccco3)oc3ccc(Cl)cc3c2=O)c1
 : nt	-0.7%	72	5.8%	0.9	0.3%	10.8%	i	18.5	nt	i	1.7
21. C[C@@H]1CC[C@]2(C(=O)O[C@@H]3O[C@H](CO)[C@@H](O)[C@H](O)[C@H]3O)CC[C@]3(C)C(=CCC4[C@@]5(C)CC[C@H](O[C@@H]6OC[C@H](O)[C@H](O[C@@H]7O[C@H](CO)[C@@H](O)[C@H](O)[C@H]7O)[C@H]6O)C(C)(C)C5CC[C@]43C)C2[C@]1(C)O (some centres undefined)
 : nt	nt	74	nt	1.7	4.9%	2.8%	i	44.9	nt	i	0.9
22. O=S(=O)(c1ccc(Nc2ccc(-c3ccc4c(c3)OCCO4)nn2)cc1)N1CCCC1
 : 5.8%	-10.4%	37	4.5%	3.3	1.2%	-1.8%	i	19.6	1.1	i	1.7
23. O=C(O)c1ccccc1NCCO
 : 6.6%	-0.4%	43	-1.7%	0.5	-0.4%	1.6%	i	18.8	1	i	-0.1
24. Cn1nnnc1Sc1ncnc2scc(-c3ccsc3)c12
 : nt	nt	64	nt	nt	-0.3%	16.9%	?	5.5	nt	i	6.4
25. Nc1nnnn1CC(=O)N/N=C/c1ccc(-c2cccc(Cl)c2)o1
 : 12.4%	3.2%	72	1.3%	0.5	0.1%	10.2%	i	52.1	1.2	i	-0.1
26. CCCOc1ccc(C(CC(=O)O)NC(=O)C(c2ccccc2)c2ccccc2)cc1 (centres undefined)
 : nt	nt	74	1.9%	0.6	0.1%[50 µM]	8.0%	i	24.9	nt	i	-0.7
27. CC(Sc1nnc(-c2ccc(C(C)(C)C)cc2)n1C)C(N)=O (centres undefined)
 : 21.9%	-0.8%	52	0.0%	0.3	-0.4%	1.5%	i	14.5	1.1	i	0.2
28. COc1cc(C(=O)N2CCN=C2c2ccccc2)cc(OC)c1OC
 : 3.1%	6.6%	46	1.6%	0.3	4.1%	7.2%	i	40.0	1	i	-1.2
29. CN(C)c1nc2n(c(=O)n1)C(C#N)CS2 (centres undefined)
 : 7.2%	2.3%	47	0.2%	12.3	1.7%	-1.9%	i	45.0	1.1	i	-1.7
30. Cc1ccc2[nH]c(=O)c(C(c3nnnn3C(C)(C)C)N(Cc3ccco3)CC3CCCO3)cc2c1 (centres undefined)
 : 9.7%	4.8%	52	-1.4%	3.7	-0.3%	3.9%	i	22.6	1	i	1.0
31. CCN(CC)C(=O)[C@H]1C[C@H](CC(=O)NCc2cccc(C(F)(F)F)c2)C(=O)N2CCc3c([nH]c4cc(-c5ccco5)ccc34)[C@]12C
 : nt	nt	72	nt	1.6	0.4%	-0.4%	i	nt	nt	nt	6.4
32. O=C(NC1CCCC1)c1cnn2c(C(F)(F)F)cc(-c3ccc4c(c3)OCO4)nc12
 : 2.5%	-12.0%	109	6.6%	0.3	0.3%	8.2%	i	54.0	1.1	i	2.3
33. COc1ccc(-n2cnc3scc(-c4ccc(OC)c(OC)c4)c3c2=O)cc1
 : 12.9%	3.5%	98	21.7%	0.5	1.2%	2.9%	i	60.3	1	i	-0.4
34. CN(c1ccccc1)S(=O)(=O)c1cccc(NS(=O)(=O)c2ccc(/C=C/C(=O)O)cc2)c1
 : 28.6%	-3.6%	39	3.6%	0.4	0.1%	7.1%	i	28.7	1.1	i	1.3
35. CCOc1ccc(C(C(=O)NCCC(C)C)N(CCO)C(=O)c2snc(C(N)=O)c2N)cc1 (centres undefined)
 : 10.8%	0.7%	62	4.3%	0.9	-0.1%	4.2%	i	62.7	nt	i	1.6
36. Cc1cccc(S(=O)(=O)N2CCN(Cc3ccc4c(c3)OCO4)CC2)c1
 : 5.3%	3.2%	69	4.9%	0.6	0.0%	8.4%	i	43.8	nt	i	-0.8
37. Cc1cccc(OCC(=O)N/N=C\c2cc3c(cc2[N+](=O)[O-])OCO3)c1C
 : 5.9%	-9.2%	45	?	1.5	2.9%	5.4%	i	25.2	1.1	i	3.8
38. O=C1CCc2cc(S(=O)(=O)N3CCN(c4cccc(Cl)c4)CC3)ccc2N1
 : -2.5%	35.3%	73	2.2%	0.9	2.8%	4.0%	i	64.1	1.1	i	1.0
39. O=C(O)c1cc([N+](=O)[O-])ccc1NCc1ccccc1Cl
 : 8.7%	-16.5%	72	3.9%	0.2	-0.2%	3.6%	i	51.8	1	i	-1.1
40. C[C@@H](CSc1ccccc1)CN1CC[C@H](O)CCC1=O
 : 17.8%	-4.8%	78	2.3%	1.6	-0.5%	6.0%	i	13.8	nt	i	0.0
41. CC(C)NC(=O)C(C)n1cccc1C(=O)c1ccccc1 (centres undefined)
 : 4.6%	-0.2%	44	2.4%	0.7	0.0%	6.9%	i	28.2	1	i	-1.1
42. CN(NC1OC(=O)c2ccccc21)c1ccc(C(F)(F)F)cc1[N+](=O)[O-] (centres undefined)
 : 10.8%	-1.4%	55	0.6%	0.2	nt	nt	i	42.9	nt	i	0.7
